Assay outcomes: PubChem, National Center for Advancing Translational Sciences (NCATS)
FUS suppressor: rescues growth of FUS-expressing yeast | S. cerevisiae FUS-expressing, growth rescue, OD600, 24 h | Potency, µM (series often up to 76.6 µM), for the others: at the highest dose growth rescue (activation), usual class: activators | hit rate 0.24% among 390,000 | AID 1347120;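 also: plate controls were DMSO vehicle for no effect and reference control for full effect; nearly all actives have a fitted effect of over 55% in size; some results filed as inactive show a strong effect at the top dose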
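Yeast expressing FUS under galactose induction, OD 0.005 in 2% galactose medium; compounds in a dilution series, 24 h at 30C. Growth rescue by absorbance at 600 nm; CP55940 positive control, DMSO negative.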
aSyn rescue: inhibitors of alpha-synuclein toxicity in yeast; Yeast expressing alpha-synuclein, growth rescue, BacTiter-Glo, 24 h; Potency, µM (titrated, usually from 46.1 µM), for inactives: top-dose growth rescue (activation), usual class: activators; hit rate 0.14% among 370,000; AID 652106; also: % of control where 0% means no effect; nearly all actives have a fitted effect of over 65% in size
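Readout is rescue of growth in alpha-synuclein-expressing yeast, so inhibitors of toxicity appear as activators. Growth after 24 hr at 30 deg C in galactose medium is quantified by luminescence.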
EPAC2 antagonist: antagonists of human EPAC2 | Q8WZA2 | EPAC2 GEF exchange of Rap1B-BODIPY-GDP, fluorescence | Potency, µM (top dose mostly 114 µM), inactives show at the highest dose activity, negative = inhibition, usual class: inhibitors | hit rate 0.18% among 360,000; also: % is scaled to controls: 0 for no effect and ±100 for the full control effect; nearly all actives have a fitted effect of over 45% in size; many of its hits are not listed in these tables
TDP43 rescue: rescues yeast growth from TDP-43 toxicity | TDP-43 expressing yeast growth rescue, BacTiter-Glo, 24 h | Potency, µM (series often up to 46.1 µM), without a hit: at the highest dose growth rescue (activation), usual class: activators | hit rate 1.8% among 410,000 | AID 652104; also: % of control where 0% means no effect; nearly all actives have a fitted effect of over 50% in size
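In this qHTS, compounds that restore growth of yeast expressing TDP-43 appear as activators. Cells (OD600=0.02, galactose medium, raffinose-pregrown) are incubated with compound 24 hr at 30 deg C and growth is quantified by BacTiter-Glo.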
EPAC1 agonist: EPAC1 (human) agonism. Potency, µM (doses to about 154 µM), without a hit: at the top dose activation, hits mostly activators. EPAC1 agonist qHTS, biochemical assay; response scale: 100% = response to 6.5 mM cAMP. AID 720707. hit rate 0.073% among 360,000; also: nearly all actives have a fitted effect of over 60% in size
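EPAC1 100 nM, Rap1B–BODIPY-GDP 250 nM, unlabeled GDP 50 uM; compound titration; 5 min RT; kinetic read ex480/em540 at 5-min intervals ×30 min; data normalized to 6.5 mM cAMP agonist control.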
EPAC2 ag: agonists of human EPAC2 (RAPGEF4) | hit rate 0.079% among 360,000 | Potency, µM (doses to about 154 µM), without a hit: at the top dose activation, usual class: activators | Q8WZA2 | EPAC2 activation, biochemical qHTS; response scale: 100% = 6.5 mM cAMP response; also: nearly all actives have a fitted effect of over 50% in size
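qHTS, titration series. 100 nM EPAC2 / 250 nM Rap1B-BODIPY-GDP / 50 uM GDP; RT; ex 480/em 540 nm, 5-min reads to 30 min. Norm. to 6.5 mM cAMP = activation.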
EPAC1 antag: blocks human EPAC1 exchange factor | EPAC1 GEF assay, Rap1b-BODIPY-GDP exchange fluorescence | Potency, µM (highest dose often 115 µM), for inactives: at the highest dose activity change, negative = inhibition, usual class: inhibitors | hit rate 0.14% among 360,000 | AID 720709;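 also: plate controls were vehicle for no effect and positive control for full effect; nearly all actives have a fitted effect of over 50% in size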
PTHR1 ag: agonists of human PTHR1 parathyroid hormone receptor; Q03431; HEK293 GP2 PTHR1 cells, GloSensor cAMP luminescence, 1 h; Potency, µM (series often up to 115 µM), inactives show top-dose activation, actives largely listed as activators; hit rate 0.075% among 410,000; AID 743266; also: nearly all actives have a fitted effect of over 55% in size; some results filed as inactive show a strong effect at the top dose; inactives centre near -15; many of its hits are not listed in these tables
Target sequence (Q03431 whole entry, looked up): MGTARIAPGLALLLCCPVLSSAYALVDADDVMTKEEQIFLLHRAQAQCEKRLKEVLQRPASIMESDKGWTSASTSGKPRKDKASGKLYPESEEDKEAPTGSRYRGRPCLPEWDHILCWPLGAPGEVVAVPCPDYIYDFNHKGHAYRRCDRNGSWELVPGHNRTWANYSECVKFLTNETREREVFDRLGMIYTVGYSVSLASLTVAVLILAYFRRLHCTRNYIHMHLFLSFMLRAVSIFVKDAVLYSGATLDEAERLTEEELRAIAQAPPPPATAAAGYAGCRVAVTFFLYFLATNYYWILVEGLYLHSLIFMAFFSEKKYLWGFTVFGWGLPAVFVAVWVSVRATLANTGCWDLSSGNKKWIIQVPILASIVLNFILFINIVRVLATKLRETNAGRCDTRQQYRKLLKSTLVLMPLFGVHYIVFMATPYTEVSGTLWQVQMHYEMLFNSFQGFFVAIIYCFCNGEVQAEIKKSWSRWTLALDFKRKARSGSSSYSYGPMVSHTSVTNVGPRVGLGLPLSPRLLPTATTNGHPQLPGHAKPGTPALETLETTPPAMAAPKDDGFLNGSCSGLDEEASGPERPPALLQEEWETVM
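HEK-293-derived GP2 cells expressing PTHR1 and a GloSensor cAMP reporter, 3,000/well, plated overnight, given luciferin plus IBMX (each 0.5 mM as added) for 1 h at 37 °C, then compound for 1 h at 37 °C. Luminescence was read after 15 min at room temperature.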
* marks the source's active call; other numbers are inactive results; i = inactive; ? = inconclusive; . = not tested or not shown; [ ] = dose if it differs, or a comment. Calls follow the shape of the dose curve; as a rule, active = well fitted curve in the direction sought with a large enough effect; inconclusive = small, poorly fitted or top-dose-only effect, or another doubt; inactive = no such curve, though single readings can be large; an effect the other way counts as inactive or inconclusive. Potency is read from the fitted curve at half-maximal effect.

#	SMILES	FUS suppressor	aSyn rescue	EPAC2 antagonist	TDP43 rescue	EPAC1 agonist	EPAC2 ag	EPAC1 antag	PTHR1 ag
1	COc1cccc(CNS(=O)(=O)c2ccc3c(c2)CCN3C(=O)C2CC2)c1	-8%	4%	3%	6%	0%	-5%	-9%	-36%[inhibitor]
2	O=C(CN1CCCC1)N1c2ccccc2Sc2ccc(Cl)cc21	-2%	3%	5%	10%	6%	3%	-3%	i
3	COc1ccc(-c2noc3c2-c2nc(-c4ccc(Cl)cc4)sc2CC3)cc1	-11%	-2%	10%	2%	1%	3%	6%	-9%
4	CC(C)N(O)C(=O)NC(C)(C)C	-52%[inhibitor]	-1%	1%	-9%	3%	-4%	-5%	i
5	S=C(N/N=C/c1ccccc1Cl)Nc1cccc(Cl)c1Cl	4%	-6%	0%	27%	5%	7%	-6%	i
6	S=C(NCc1ccco1)Nc1ccc(Cl)cc1Cl	.	-11%	9%	26%	8%	-1%	-10%	-37%[inhibitor]
7	CCCNC(=O)c1cc(C2CCCN(S(=O)(=O)c3cccs3)C2)on1 (centres undefined)	23%	6%	-2%	14%	0%	1%	-9%	0%
8	COc1ccc(-n2nc(C(=O)NCC(=O)N3CCC(C(N)=O)CC3)c3ccccc3c2=O)cc1OC	-5%	2%	0%	-6%	6%	4%	3%	i
9	O=S(=O)(NCc1cccnc1)c1cccc2nsnc12	23%	0%	-4%	0%	5%	12%	0%	i
10	Cc1c(NC(=S)N/N=C/c2ccc(Br)cc2)c(=O)n(-c2ccccc2)n1C	26%	0%	10%	18%	2%	3%	3%	-4%
11	O=C(NCCO)c1c(-c2ccc3c(c2)OCO3)noc1-c1ccsc1	-1%	-2%	12%	19%	15%	7%	7%	i
12	CCC(=O)N(CC)Cc1cc(=O)[nH]c2ccccc12	14%	2%	8%	0%	-1%	1%	-17%	i
13	COc1ccc(Nc2ccc([N+](=O)[O-])cn2)cn1	-8%	-4%	6%	22%	-1%	10%	-19%	-2%
14	C=C(C)c1cccc(C(C)(C)NC(=O)N(C)C2CCN(C)CC2)c1	5%	-2%	1%	-15%	-14%	-2%	-8%	15%
15	Cc1cc(C)cc(NC(=O)C/C(N)=N/O)c1	-8%	-10%	1%	-11%	5%	8%	2%	-10%[57.5 µM]
16	CC(=O)OCC1OC(n2c3c(cc(C#N)c2=S)CCCC3)C(OC(C)=O)C(OC(C)=O)C1OC(C)=O (centres undefined)	.	-1%	-3%	6%	6%	-4%	9%	-1%
17	CC1(C(=O)Nc2cccc(Oc3ccccc3)c2)CCN1C1Cc2ccccc2C1 (centres undefined)	19%	-5%	-8%	-3%	5%	15%	-5%	-8%
18	O=C(CS(=O)(=O)c1ccccc1)N1CCCCCC1	-45%	-15%	-1%	13%	-2%	0%	5%	-3%
19	CCOc1ccc(NC(=O)COc2ccc(S(=O)(=O)N3CCCC3)cc2)cc1	10%	-5%	-6%	-12%	3%	3%	7%	-20%
20	COc1ccc(C(=O)/C=C/Sc2nc3ccccc3o2)cc1	10%	0%	-10%	-7%[1.82 µM]	-4%	8%	12%	-33%[inhibitor]
21	OCCCNC(=S)Nc1ccc(Nc2ccccc2)cc1	15%	-4%	-4%	9%	1%	1%	?	-15%
22	Cc1nn(C)c(C(=O)Nc2ccn(C34CC5CC(CC(C5)C3)C4)n2)c1[N+](=O)[O-]	17%	7%	-22%	3%	9%	6%	-26%	-19%
23	Cc1ccc(S(=O)(=O)Nc2cccc(C(=O)NCC3CCCO3)c2)cc1F (centres undefined)	6%	-9%	-5%	-15%	1%	-9%	-3%	-12%
24	Cc1ccc(N(CC(=O)NC2CCC(C)CC2)S(=O)(=O)c2cccnc2)cc1 (centres undefined)	?	-4%	-13%	-11%	-8%	2%	-22%	-34%[inhibitor]
25	O=C1OCCOC2CCCc3oc(C4=CCCCC4)c1c32 (centres undefined)	-7%	-14%	2%	30%	-27%	6%	-19%	-23%
26	O=C(Nc1nnc(C2CC2)s1)C1CCCCC1	-1%	1%	0%	26%	4%	7%	2%	i
27	CC(=O)c1ccc(NC(=O)Nc2cccc(Cl)c2)cc1	5%	-25%	-5%	2%	15%	14%	-8%	-28%
28	O=C(/C=C/c1ccco1)NC(=S)Nc1ccccn1	22%	-10%	6%	?	2%	9%	6%	-9%[57.5 µM]
29	O=c1c2ccccc2c(C=NCCCN2CCOCC2)c(O)n1Cc1ccc2c(c1)OCO2	2%	1%	-9%	13%	13%	14%	-3%	i
30	CC(C)(O)C(O)COc1c2ccoc2cc2oc(=O)ccc12 (centres undefined)	10%	12%	0%	-41%[inhibitor]	-16%	10%	-8%	-32%[inhibitor]
31	CNc1nc(=S)[nH]c2ccccc12	-11%	0%	-4%	1%	-4%	10%	-7%	i
32	COc1ccc(C(=O)NCCCOc2cccc(NC(C)=O)c2)cc1	2%	4%	6%	8%	-2%	3%	-8%	-8%
33	Cc1ccc(NC(=O)NC(=O)N(C(C)C)S(=O)(=O)c2ccc(C)cc2)cc1	-8%	-4%	6%	6%	5%	7%	-16%	6%
34	COc1ccc(OCCN2CCOCC2)cc1	-17%	1%	-1%	10%	14%	3%	-3%	-13%
35	O=C1CN(c2ccccc2)C(=S)N1C(=O)c1ccc(Br)cc1	3%	-12%	4%	-22%	8%	8%	-13%	-23%
36	C#CCNC(=O)C1=C[C@H](C(C)(C)C)C[C@H](OCc2ccc(CO)cc2)O1	2%	5%	6%	-1%	5%	4%	-18%	i
37	CCCS(=O)(=O)N1CCCC(C(=O)NCc2ccco2)C1 (centres undefined)	24%	1%	-10%	0%	-5%	3%	9%	i
38	COc1ccccc1S(=O)(=O)N(C)C[C@@H]1OCc2cnnn2CCCC(=O)N([C@H](C)CO)C[C@@H]1C	10%	12%	-3%	21%	4%	2%	-13%	i
39	COC(=O)c1cc(NC(=O)CC2C(=O)NCCN2C(=O)c2ccccc2)cc(C(=O)OC)c1 (centres undefined)	3%	0%	-7%	-7%	-3%	9%	-9%	-3%
40	Cc1ccsc1C(=O)OCC(=O)c1ccc(OC(F)F)cc1	-7%	-3%	-1%	?	-16%	5%	0%	-8%
41	N#C/C(=C/c1ccc(N2CCOCC2)o1)C(=O)NC1CCCCC1	22%	0%	-8%	28%	14%	15%	8%	-51%[inhibitor]
42	Cc1[nH]n(-c2ccccc2)c(=O)c1N=Nc1cccc(C(=O)O)c1	-13%	?	?	?	11%	1%	1%	-29%
43	CC1C(c2ccc3c(c2)OCO3)c2cc3c(cc2OC1N1CCOCC1)OCO3 (centres undefined)	.	3%	-4%	?	13%	21%	-26%	-3%
44	O=C(C[n+]1ccccc1)N/N=C/c1ccccc1Cl	-1%	-2%[1.84 µM]	-6%	28%	-3%	6%	12%	-10%
45	Cc1ccc2c(C)c(C(=O)N(C)C(C)c3ccon3)oc2c1C (centres undefined)	27%	?	-7%	?	13%	9%	-2%	-5%

Quoted from above: entries 44 to 45
#	SMILES	FUS suppressor	aSyn rescue	EPAC2 antagonist	TDP43 rescue	EPAC1 agonist	EPAC2 ag	EPAC1 antag	PTHR1 ag
44	O=C(C[n+]1ccccc1)N/N=C/c1ccccc1Cl	-1%	-2%[1.84 µM]	-6%	28%	-3%	6%	12%	-10%
45	Cc1ccc2c(C)c(C(=O)N(C)C(C)c3ccon3)oc2c1C (centres undefined)	27%	?	-7%	?	13%	9%	-2%	-5%

New compounds follow.
#	SMILES	FUS suppressor	aSyn rescue	EPAC2 antagonist	TDP43 rescue	EPAC1 agonist	EPAC2 ag	EPAC1 antag	PTHR1 ag
46	O=C(NCC(=O)N(Cc1ccco1)C(C(=O)NC1CCCCC1)c1ccncc1)c1cccs1 (centres undefined)	13%	-3%	-3%	-21%	-3%	2%	-14%	i
47	CCN(CC)c1ccc(NC(=O)CC2Oc3ccccc3NC2=O)c(C)c1 (centres undefined)	-14%	-1%	3%	?	-2%	-1%	1%	i
48	COc1cc(OC)cc(-c2c(-c3ccc(F)cc3)c3cc(-c4ccc5c(c4)OCCO5)ccc3n2C)c1	4%	1%	13%	11%	9%	-1%	2%	-69%[inhibitor]
49	CS(=O)(=O)c1nc(S(=O)(=O)c2ccc(Cl)cc2)c(NCc2ccccn2)s1	-14%	-3%	1%	17%	-9%	5%	-4%	-11%
50	Cc1ccsc1C(=O)NNC(=O)c1ccncc1	0%	-4%	-6%	3%	-34%	-5%	-23%	i
51	COc1cccc(-n2cc(CNCc3cn(C)nc3-c3ccccc3F)cn2)c1	?	-3%	5%	-17%	-5%	0%	1%	-29%
52	COc1ccc(NC(=O)CN2C(=O)NC(c3ccccc3)(c3ccccc3)C2=O)cc1OC	0%	12%	1%	-9%	10%	23%	-2%	-6%
53	O=C(Cn1nc(C(=O)O)c2ccccc2c1=O)Nc1cc(S(=O)(=O)N2CCCCC2)ccc1Cl	20%	-2%[1.84 µM]	-7%	-6%	5%	9%	9%	-14%
54	CCCN1CCC(=O)N(CCSc2ccc(C)cc2)CC1	-10%	-2%	-2%	18%	15%	-4%	6%	-24%
55	CCOC(=O)c1c(C)nc2sc3c(=O)n(-c4ccc(C(C)=O)cc4)cnc3c2c1-c1ccc(OC)cc1	10%	-1%	-1%	11%	5%	2%	-4%	-32%[57.5 µM]
56	CCOc1cccc(-c2nnc3sc(COc4ccc(Cl)cc4)nn23)c1	-3%	-1%	10%	6%	3%	3%	16%	-3%[57.5 µM]
57	O=C(CCCCCN1C(=O)[C@@H]2Cc3ccccc3CN2C1=O)Nc1ccccc1F	1%	0%	-2%	1%	-1%	-6%	14%	-14%
58	O=C(CN1C2CCCC1CC(NC(=O)c1ccccc1)C2)Nc1ccccc1 (centres undefined)	9%	-5%	-6%	-10%	12%	4%	-1%	-6%
59	COc1ccc(Cl)cc1N(CC(=O)Nc1ccccc1C(=O)N1CCCC1)S(C)(=O)=O	5%	5%	-4%	4%	5%	9%	-13%	i
60	Cc1nn(C(=O)c2ccco2)c(C)c1Sc1ccc(Cl)cc1	.	-5%	8%	-23%	-5%	18%	-2%	8%
61	COc1ccc(C2=NOC(Cn3nc(C(=O)O)cc3-c3ccccc3)C2)cc1 (centres undefined)	7%	2%	8%	10%	-4%	1%	-5%	14%
62	OC(c1ccc(Cl)c(Cl)c1)c1ncc(-c2ccc(Cl)cc2)[nH]1 (centres undefined)	5%	0%	?	-72%[inhibitor]	3%	8%	-4%	-14%
63	O=C(NCc1cc2ccccc2[nH]1)c1ccccc1F	24%	-6%	-6%	4%	1%	18%	0%	13%

The list is partial; count on the stated rates, not on these rows.
